# HTR2A ag: activates the mouse 5-HT2A serotonin receptor. P35363. CHO-K1 mHTR2A beta-arrestin complementation, luminescence; percent of 30 µM serotonin response. activation, % at 7.6 µM. 360,000 tested, 0.66% active. AID 624169;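 active means activation above a run cutoff, the mean activation of all tested compounds plus 3 SD, cut at about 14% in these data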;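 further: 0% = plate median of compound wells and 100% = 30 µM serotonin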
# Target sequence (P35363 whole entry, looked up): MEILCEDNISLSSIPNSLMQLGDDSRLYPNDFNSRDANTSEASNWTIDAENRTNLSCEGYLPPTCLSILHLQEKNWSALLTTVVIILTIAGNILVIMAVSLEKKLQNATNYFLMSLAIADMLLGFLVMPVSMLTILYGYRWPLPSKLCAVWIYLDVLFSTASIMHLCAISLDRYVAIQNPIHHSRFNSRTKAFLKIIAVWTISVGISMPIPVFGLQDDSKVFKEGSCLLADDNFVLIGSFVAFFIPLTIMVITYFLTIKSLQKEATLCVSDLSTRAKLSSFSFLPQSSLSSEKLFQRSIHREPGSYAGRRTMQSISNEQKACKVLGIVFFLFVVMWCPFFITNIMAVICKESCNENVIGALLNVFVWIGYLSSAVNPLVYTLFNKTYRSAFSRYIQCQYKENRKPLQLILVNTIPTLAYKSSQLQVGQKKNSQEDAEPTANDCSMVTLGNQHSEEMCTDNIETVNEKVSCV
# ABCB6 inh MLPCN: human ABCB6 transporter inhibition; Q9NP58; K562-ABCB6 porphyrin accumulation, flow cytometry, 1 h; active compounds read low; fluorescence ratio to DMSO, % at 10 µM; 360,000 tested, 0.19% active; AID 602162;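 active means fluorescence ratio to DMSO below 75%, the collection mean minus 3 SD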;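 further: signal is porphyrin accumulated inside mitochondria; 100% equals median channel fluorescence of DMSO control wells; lower ratio means ABCB6 inhibition with less porphyrin fluorescence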
# MC4R ag barr: activates human MC4R beta-arrestin recruitment; 360,000 tested, 0.98% active; P32245; AID 540308; U2OS MC4R beta-arrestin complementation, luminescence; percent of melanotan II response, DMSO zero; activation, % at 8.9 µM;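 active means activation above a per-plate cutoff, the mean activation of sample wells on that plate plus 3 SD, cut at about 8% in these data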
# Target sequence (P32245 whole entry, looked up): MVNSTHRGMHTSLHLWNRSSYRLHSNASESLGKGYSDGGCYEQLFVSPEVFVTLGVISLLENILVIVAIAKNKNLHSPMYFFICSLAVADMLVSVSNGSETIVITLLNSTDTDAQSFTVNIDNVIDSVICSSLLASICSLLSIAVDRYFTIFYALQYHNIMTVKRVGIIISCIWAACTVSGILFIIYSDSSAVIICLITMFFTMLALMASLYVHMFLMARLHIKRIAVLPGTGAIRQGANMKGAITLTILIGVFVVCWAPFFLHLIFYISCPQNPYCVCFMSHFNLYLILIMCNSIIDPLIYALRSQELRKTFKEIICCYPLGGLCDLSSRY
# ABHD5 PLIN5 PPI: ABHD5-PLIN5 protein interaction inhibition. 360,000 tested, 0.78% active. inhibition, % at 4 µM. Split G. princeps luciferase complementation, luminescence, 4 h;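 active means inhibition above the mean inhibition across every tested compound plus 3 SD, cut at about 22% in these data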;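 further: 0% = DMSO only wells and the 100% control is not disclosed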
# iPSC survival up: enhancers of human iPSC single-cell survival. hiPSC single-cell survival, ATPlite luminescence; 100% = ROCK inhibitor wells, 0% = DMSO. survival enhancement, % at 20 µM. 360,000 tested, 0.044% active. AID 602274; in the data active means survival enhancement above about 18%;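 further: cells exposed to compounds for 16 hours before the ATP read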
# Exocytosis inh: lytic granule exocytosis inhibition | TALL-104 LAMP-1 surface exposure, flow cytometry; cells stimulated with thapsigargin and PMA | inhibition, % at 10 µM | 360,000 tested, 0.66% active | AID 651702;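 active means inhibition above about 55%, limit read from the data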
# Glyco luc inh: blocks N-linked glycosylation in D54 reporter cells. D54 ERlucT glycosylation luciferase reporter, 24 h; percent of 100 nM tunicamycin response. 360,000 tested, 0.23% active. reporter increase, % at 12.5 µM;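 active means mean luciferase reporter signal, scaled so untreated is 0 and the glycosylation-blocking control 100, at or above a set limit in every replicate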;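 further: luciferase carries N-glycosylation sites so blocking glycosylation raises the light; 0% = median of neutral control wells and 100% = median of 100 nM tunicamycin wells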
# Cardio protect: modulators protecting cardiomyocytes from myocardial damage; H9c2 cardiomyocytes, H2O2 injury protection, ATPLite, 2 h; protection from H2O2 cell death, % at 20 µM; 360,000 tested, 0.63% active; AID 588492;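 active means compounds giving at least 50% protection of heart cells from peroxide-induced death in the single-dose screen, raw or plate-pattern-corrected value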;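 further: 0% = DMSO wells with peroxide and 100% = DMSO wells without peroxide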
# MC4R antag cAMP: human MC4R antagonism in cAMP assay | MC4R-expressing cells, MTII-stimulated cAMP, LANCE TR-FRET | inhibition, % at 6.5 µM | 360,000 tested, 0.48% active;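 active means inhibition above its plate's cutoff, the mean of tested wells on that plate plus 3 SD, cut at about 29% in these data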;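 further: 0% = Melanotan II alone and 100% = Melanotan II plus saturating MCL0020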
#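 Material: U2OS-MC4R stable cell line | Reagent: Melanotan II challenge after compound preincubation | Doses: One concentration, 6.5 µM nominal | Incubation: 30-min compound preincubation, 1-h Melanotan II challenge, 1-h detection, room temperature | Signal: TR-FRET cAMP assay | Replicates: One well per compound, no replicates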
# aDG glyco act: alpha-DG glycosylation activation. Pro5-aDG cells, alpha-DG glycosylation AlphaScreen (IIH6); 0% Pro5, 100% B10-LARGE cell signal. activation, % at 10 µM. 360,000 tested, 0.22% active. AID 624168;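 active means activation of at least 8% versus controls, or a plate z-score of at least 8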;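 further: Pro5 are CHO cells carrying HIG-tagged alpha-DG that lacks glycosylation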
# Active calls of the source: *.
# Start of the listing, in advance, three compounds:
SMILES,HTR2A ag,ABCB6 inh MLPCN,MC4R ag barr,ABHD5 PLIN5 PPI,iPSC survival up,Exocytosis inh,Glyco luc inh,Cardio protect,MC4R antag cAMP,aDG glyco act
CCNC(=O)c1cccc(NC(=O)c2cc(C3CC3)nc3c2cnn3C(C)C)c1,-3,101,-4.9,-11,-0.3,-5,1,5,1,-0.3
CCOC(=O)/C(C)=N/NC(=O)c1ccc([N+](=O)[O-])cc1,-5,93,-1.7,-7,-0.8,-1,1,10,5,0.1
CCN(CC)CCCN=Cc1c(O)n(-c2cccc(C)c2)c(=O)c2ccccc12,-1,97,-0.6,0,-0.1,0,2,5,8,0.0

# The list itself, repeating the preview:
SMILES,HTR2A ag,ABCB6 inh MLPCN,MC4R ag barr,ABHD5 PLIN5 PPI,iPSC survival up,Exocytosis inh,Glyco luc inh,Cardio protect,MC4R antag cAMP,aDG glyco act
CCNC(=O)c1cccc(NC(=O)c2cc(C3CC3)nc3c2cnn3C(C)C)c1,-3,101,-4.9,-11,-0.3,-5,1,5,1,-0.3
CCOC(=O)/C(C)=N/NC(=O)c1ccc([N+](=O)[O-])cc1,-5,93,-1.7,-7,-0.8,-1,1,10,5,0.1
CCN(CC)CCCN=Cc1c(O)n(-c2cccc(C)c2)c(=O)c2ccccc12,-1,97,-0.6,0,-0.1,0,2,5,8,0.0
COCCCNC(=O)c1c(N)n(-c2ccc3c(c2)OCO3)c2nc3ccccc3nc12,0,91,-0.8,2,3.8,2,4,37,5,-0.1
Cc1ccc(C)c(NC(=O)c2cc(C)nc3ccccc23)c1,1,98,-0.2,-7,0.5,-2,-2,-2,3,0.1
O=S(=O)(c1cccc2nsnc12)N1CCc2ccccc2C1,0,96,-2.3,-4,3.8,-2,-1,12,2,0.0
C=CCC[C@H](Cc1ccc(F)cc1)C(=O)OC[C@@H]1CCCN1C(=O)[C@@H](CC=C)CC(=O)NCCO,8,103,-1.4,-1,-4.1,-4,3,-8,10,-0.1
Cc1ccc(S(=O)(=O)NNC(=O)Nc2ccc([N+](=O)[O-])cc2)c(C)c1,-3,93,-3.9,-7,-0.4,19,-1,-6,2,-0.1
COc1ccc(C(=O)N/C(=C\c2cn(C)c3ccccc23)C(=O)NCCCN2CCOCC2)cc1OC,-7,104,-3.8,-8,-0.1,-4,3,0,-3,-0.1
COC(=O)c1ccc2c(=O)n(CC3CCCO3)c(SCC(=O)Nc3ccc(OC)cc3OC)nc2c1 (stereo unspecified),1,97,-1.6,0,-0.5,10,-2,7,5,-0.1
CCOC(=O)c1c(NC(=O)CSC(=S)N(C)C)sc(C)c1C,2,104,-0.8,2,-2.0,3,-1,9,4,0.2
O=C(CSc1nc2ccccc2c(=O)n1CCCC(=O)N1CCCC1)NCc1ccco1,-1,101,-1.8,4,1.5,1,0,12,4,0.2
O=C1C=CC(=O)N1c1ccc(OC(F)F)cc1,5,96,-1.8,20,-1.6,7,4,-32,37*,-0.5
Cc1ccc(-c2nc(SCC(=O)NCC3CCCO3)c(-c3ccc(C)cc3)[nH]2)cc1 (stereo unspecified),-4,97,-0.2,3,-3.6,-2,2,10,-4,-0.1
CCOC(=O)C1CCCN(C(=O)c2cccc(S(=O)(=O)N(C)c3ccc(C)cc3)c2)C1 (stereo unspecified),6,92,-1.9,-2,-0.3,0,-2,-1,14,0.9
O=C(Nc1ccccc1Cl)c1cccc(NC(=O)c2cccs2)c1,1,98,-2.6,1,-0.4,15,2,-3,7,0.6
Cc1ccc(NC(=S)N2CCCN(Cc3ccc(F)cc3)C2)c(C)c1,-4,100,1.1,4,-0.8,0,-2,-2,4,-0.2
CCC/C(C)=N/NC(=O)c1ccccc1O,2,83,-0.3,0,1.2,3,-1,11,9,0.0
CCC1C(=O)n2nc(-c3ccccc3)cc2N=C1C (stereo unspecified),3,106,-1.6,-4,-2.1,6,-1,-5,13,0.0
COCCn1c2nc(=O)n(-c3ccccc3)c(=O)c-2nc2ccccc21,3,106,-3.5,-10,-0.8,55,4,-4,-11,1.4
COc1ccc(N(CC(=O)Nc2ccc(OC)cc2OC)S(=O)(=O)c2ccccc2)cc1,-6,98,-0.2,1,0.1,-2,8,7,16,-0.1
COc1ccc(C(=O)CN2C(=O)NC3(CCCCCC3)C2=O)c(OC)c1,1,96,0.2,-6,1.6,-4,-1,4,5,-0.2
Fc1ccc(CNn2cnnc2SCc2ccc(F)cc2)cc1,-5,95,2.2,7,-3.0,0,-5,-2,11,0.2
COc1cc(NC(=O)c2sc3ncn(CC(=O)N4CCC(C)CC4)c(=O)c3c2C)cc(OC)c1OC,6,96,0.5,-3,0.3,2,1,6,12,-0.1
CCOC(=O)N1CCN(S(=O)(=O)c2ccc(C)cc2)C1,5,95,1.8,-1,0.0,-2,-1,10,8,-0.1
SMILES,HTR2A ag,ABCB6 inh MLPCN,MC4R ag barr,ABHD5 PLIN5 PPI,iPSC survival up,Exocytosis inh,Glyco luc inh,Cardio protect,MC4R antag cAMP,aDG glyco act
CCOC(=O)N1CCN(C(=O)CSCC(=O)N=c2sc3cc(OC)ccc3n2C)CC1,1,96,-1.4,0,0.6,-2,2,9,4,-0.1
CCOC(=O)C(=NC1CCS(=O)(=O)C1)NNc1cc(Cl)ccc1Cl (stereo unspecified),3,84,-3.2,7,0.0,-1,0,-2,12,0.0
O=C(CN(Cc1ccc(Br)cc1)S(=O)(=O)c1ccccc1)NCc1ccncc1,-2,105,0.5,5,-0.4,31,-1,0,-2,0.8
O=C(c1ccccc1)N(NC(=O)C(O)(c1ccccc1)c1ccccc1)c1cccc(F)c1,2,96,-1.9,-2,0.9,-3,5,0,3,0.3
Cc1nn(C)c(C)c1C1C(C#N)=C(N)OC2=C1C(=O)CCC2 (stereo unspecified),-2,98,-0.1,5,-0.2,-4,3,9,15,0.2
O=C(N/N=C/CCc1ccccc1)C1CCCCC1,1,97,-0.2,1,-0.5,-1,2,2,0,-0.1
Cn1cc(S(=O)(=O)N2CCCC2)cc1C(=O)N1CCN(c2cccc(Cl)c2)CC1,-8,95,1.2,5,0.3,3,3,-2,14,-0.2
CCOc1cc(/C=N/n2cnnc2)ccc1O,13,96,1.6,-5,2.6,-5,2,2,3,-0.1
O=C1NC(=S)N/C1=C\c1cccnc1,-2,98,-1.2,6,0.0,-4,-8,-2,9,0.1
O=C(NCCS(=O)(=O)c1ccc(Br)cc1)c1ccc(Cl)cc1Cl,4,100,1.2,2,0.3,-5,2,-3,2,-0.1
COc1ccc(CCC2(C)NC(=O)NC2=O)cc1 (stereo unspecified),2,95,-1.2,-9,2.3,3,1,11,4,0.0
Cc1ccc(Cl)cc1N(CC(=O)NCc1ccccc1)S(C)(=O)=O,1,101,-1.7,0,1.0,-3,-1,-2,1,0.1
CC1CC(C)CN(C(=O)c2ccc(C(=O)c3ccccc3)cc2)C1 (stereo unspecified),-4,97,-1.6,-7,-0.3,0,-1,-4,8,0.1
N/C(=N\OC(=O)c1cccs1)c1cccc(Br)c1,5,115,-1.4,-1,-0.7,-4,-2,-19,-10,0.5
Cc1ccccc1CN(c1ccc(C(=O)N/N=C/c2ccc(OCC(N)=O)cc2)cc1)S(C)(=O)=O,1,104,1.2,2,0.3,-3,-3,9,0,-0.4
COc1ccc(NC(=O)CCN=C2NS(=O)(=O)c3ccccc32)cc1S(=O)(=O)N(C)C,1,96,-1.4,8,2.3,-2,3,5,-9,0.2
Cc1nn2c(NCc3cccnc3)c3c(nc2c1-c1ccccc1)CCC3,2,101,-1.3,11,-0.6,-9,6,0,8,0.0
COC(=O)c1ccccc1NC(=O)c1cc(C2CC2)on1,2,103,2.0,-1,-0.5,-2,0,-12,20,0.0
Cc1nc(CSc2ccc(Cl)cc2)cc(NCc2ccccc2)n1,-9,96,0.5,-3,0.5,3,1,-2,0,0.9
Cc1[nH]c(=O)[nH]c(=O)c1C=CC(=O)NC(CO)CS(=O)Cc1ccccc1 (stereo unspecified),-1,99,-0.5,4,1.7,5,0,6,-1,0.1
CCCc1nnc(NC(=O)C2CC(=O)N(C3CCCC3)C2)s1 (stereo unspecified),7,104,-0.6,-3,-0.4,36,3,1,4,0.0
CCCCCC1CCC(C(=O)NNC(=S)NCC)CC1 (stereo unspecified),2,101,-0.2,-4,0.8,-2,-2,-7,10,0.9
Cn1c(Oc2ccc(Cl)cc2)c(C=O)c2ccccc21,-2,95,0.1,2,-0.7,2,-6,-12,0,0.2
O=C(C1CC(c2ccc(F)cc2)=NO1)N1CCN(c2ccccc2)CC1 (stereo unspecified),-5,93,1.0,2,-0.6,5,1,1,-5,-0.2
CCOC(=O)c1c(C)[nH]c(C(=O)C(C)OC(=O)c2ccc(NC(=O)CC#N)cc2)c1C (stereo unspecified),-7,96,-3.0,9,-0.2,4,-2,-10,1,0.2
SMILES,HTR2A ag,ABCB6 inh MLPCN,MC4R ag barr,ABHD5 PLIN5 PPI,iPSC survival up,Exocytosis inh,Glyco luc inh,Cardio protect,MC4R antag cAMP,aDG glyco act
O=C(CCC(=O)N1CCN(c2ccccc2F)CC1)N1CCN(c2ccc(F)cc2)CC1,-7,99,0.6,4,1.5,-1,-1,0,16,0.2
CN1CCCC1CCNS(=O)(=O)c1ccc(Br)cc1 (stereo unspecified),-10,95,-0.6,0,-1.3,-2,2,-1,3,-0.5
CCOC(=O)c1ccc(Nc2nnc(C(C)(C)C)c(=O)[nH]2)cc1,5,96,0.4,0,-1.1,5,-1,-25,-3,0.2
O=C(Nc1ccccc1)Nc1ccccc1C(=O)NCCCN1CCOCC1,-2,98,-1.3,-3,0.1,4,0,3,-6,0.1
Cc1cccc(CCNC(=O)CCc2nnc(CCc3ccccc3)o2)n1,6,98,-1.1,0,-0.4,1,4,-1,-1,-0.2
CCCC(=O)N(C1CC(C)C(C#N)(C#N)C1(C#N)C#N)N(C)C (stereo unspecified),-3,96,-2.6,36*,9.8,2,-8,-7,28,-0.1
CCCCc1cc(=O)oc2cc(OCC(=O)N[C@@H](Cc3ccccc3)C(=O)O)ccc12,0,100,-1.2,-1,-0.2,-2,0,0,-1,-0.2
CCCC(=O)c1ccc2c(c1)OCCO2,-1,98,-1.9,8,1.2,0,-1,-12,7,-0.1
O=C(NCc1cccs1)c1ccc(S(=O)(=O)N2CCCCC2)cc1,-2,105,0.0,-9,1.6,2,-4,-3,3,0.1
Cc1ccc(Cl)cc1NC(=O)Cn1cccc1,-2,104,0.7,-2,-1.2,-3,-1,1,2,0.1
Cc1ncoc1C(=O)Nc1ccc2c(c1)OCCO2,-5,94,-2.2,-2,-1.4,-1,-9,-4,6,0.1
Cc1sc(N2C(=O)C3C4C=CC(C4)C3C2=O)c(C#N)c1C (stereo unspecified),3,104,-2.4,0,-2.7,4,1,-2,0,0.0
COc1cc(C=C(c2nc3ccccc3s2)c2nc3ccccc3s2)cc(OC)c1O,-1,166,2.0,-3,-0.5,8,4,22,8,-0.3
Cc1ccc(N2C(=O)CCC(C(=O)O)C2c2cccs2)cc1 (stereo unspecified),-3,98,-0.8,-7,0.1,-11,1,-3,12,-0.1
COc1ccc(-c2nc(CNS(=O)(=O)c3ccc(OC)c(OC)c3)cs2)cc1,0,96,-0.9,3,0.5,0,3,-1,7,0.0
CCc1nn(CCCC(=O)Nc2ccc(C)cc2C)c(=O)c2cc3occc3n12,1,92,-2.3,4,-0.1,2,5,3,-2,1.2

# Source: PubChem (several laboratories)
